TEAD-YAP inh – TEAD-YAP interaction inhibition | HEK-TIYL cells, TEAD-Gal4/YAP UAS-luciferase luminescence | inhibition, % at 9.12 µM | hit rate 1.4% among 640,000 | AID 1259422; in the data active means inhibition above about 32%;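 further: 0% = median of test compound wells and 100% = reference inhibitor wells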
GPR151 activ – activates the human receptor GPR151 | PathHunter beta-arrestin GPR151 cells, luminescence | activation, % at 11.2 µM | hit rate 1% among 650,000 | AID 1508602; in the data active means activation above about 4.9%;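 further: 0% = median of compound wells and 100% = cells with positive control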
Target sequence (Q8TDV0 whole entry, looked up): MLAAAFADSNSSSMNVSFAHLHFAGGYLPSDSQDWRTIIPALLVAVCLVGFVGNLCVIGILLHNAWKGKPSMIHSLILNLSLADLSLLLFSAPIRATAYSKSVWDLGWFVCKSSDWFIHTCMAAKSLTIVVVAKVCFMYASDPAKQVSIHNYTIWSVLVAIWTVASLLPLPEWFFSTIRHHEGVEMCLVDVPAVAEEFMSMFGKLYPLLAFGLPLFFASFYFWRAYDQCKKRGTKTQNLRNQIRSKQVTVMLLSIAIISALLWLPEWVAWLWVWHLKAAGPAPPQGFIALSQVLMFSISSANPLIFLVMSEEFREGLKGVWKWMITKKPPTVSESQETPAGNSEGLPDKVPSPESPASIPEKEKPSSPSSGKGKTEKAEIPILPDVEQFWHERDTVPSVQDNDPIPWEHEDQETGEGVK
FBW7 act – human FBW7 E3 ligase activation, primary screen; Q969H0; AlphaScreen FBW7–phospho-cyclin E peptide binding, activator screen; normalized activity (activation), % at 26.1 µM; hit rate 0.13% among 650,000; AID 1259310; in the data active means normalized activity above about 1.9%;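 further: purified mutant Fbw7 with reduced substrate affinity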
MITF inh – human MITF inhibition, primary screen | O75030 | AlphaScreen MITF homodimerization, bead proximity signal | inhibition, % at 2.6 µM | hit rate 0.91% among 650,000 | AID 1259374; in the data active means inhibition above about 50%;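 further: 0% = vehicle wells with protein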
Target sequence (O75030 whole entry, looked up): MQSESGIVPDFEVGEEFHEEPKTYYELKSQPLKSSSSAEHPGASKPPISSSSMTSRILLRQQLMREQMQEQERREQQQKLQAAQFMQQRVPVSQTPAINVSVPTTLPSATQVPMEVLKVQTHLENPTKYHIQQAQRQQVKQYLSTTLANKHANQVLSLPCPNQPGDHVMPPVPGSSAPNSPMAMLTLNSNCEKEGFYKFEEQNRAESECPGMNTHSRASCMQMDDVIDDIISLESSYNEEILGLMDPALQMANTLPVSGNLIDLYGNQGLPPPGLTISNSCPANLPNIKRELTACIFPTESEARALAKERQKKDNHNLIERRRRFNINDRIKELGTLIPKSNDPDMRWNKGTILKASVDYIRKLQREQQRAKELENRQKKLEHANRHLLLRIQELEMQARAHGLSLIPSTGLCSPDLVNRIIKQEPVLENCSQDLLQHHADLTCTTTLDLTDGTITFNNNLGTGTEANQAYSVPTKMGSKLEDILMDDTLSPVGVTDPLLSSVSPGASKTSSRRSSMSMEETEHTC
The depositor's hits bear a star; . = not tested or not shown.

smiles	TEAD-YAP inh	FBW7 act	GPR151 activ	MITF inh
CCOc1ccc(C(=O)COC(=O)Cc2ccccc2)cc1	-5	0.0	-0.4	-7
COc1cccc(C(=O)Nc2nc(-c3ccc(F)cc3)cs2)c1	-8	0.6	-0.1	10
O=C(NCc1ccccn1)c1ccc2c(c1)ncn2-c1ccc(OCc2ccccc2)cc1	1	0.0	-0.5	19
N#Cc1c(NC(=O)CCCCl)sc2c1CCCC2	-13	-0.1	1.3	-9
COC(=O)COc1ccc(S(=O)(=O)Nc2cc(Cl)ccc2OC)cc1C	-1	0.4	-2.6	15
O=C(CNC(=O)C12CC3CC(CC(C3)C1)C2)N1CCOCC1	-1	-0.2	-1.0	1
CCOC(=O)C1=C(C)N(C)C(=O)NC1c1ccccc1Cl (stereo not drawn)	-2	0.0	-1.7	2
COc1ccc(-c2cc(C(F)(F)F)c3c(N)c(C(=O)NCCSC)sc3n2)cc1	3	0.0	0.8	1
CC(C)NC(=O)CCCCn1c(=O)c2ccccc2n(CC(=O)NCc2ccccc2)c1=O	1	-0.2	-0.8	-12
Cc1ccccc1Oc1nc2ccccn2c(=O)c1/C=C(\C#N)C(=O)NC1CCCC1	22	0.0	-3.9	13
O=C(Nc1ccccc1OCCOc1ccccc1NC(=O)c1ccccc1)c1ccccc1	-4	0.0	0.7	0
CC(NC(=O)C1C2C=CC(C2)C1C(=O)O)c1ccccc1 (stereo not drawn)	0	0.0	1.1	5
CC(C)CCOc1ccc(C(=O)NC(CC(=O)O)c2ccccc2)cc1 (stereo not drawn)	2	-0.1	2.4	2
Cc1ccc(-n2c(/C=C/c3ccc(OC(F)F)cc3)nc3ccccc3c2=O)cc1C	-4	-0.1	-0.1	-4
Cc1cccc(C(=O)Nc2nccs2)c1C	-10	0.1	0.9	6
CN1CCCc2cc(CN3CCc4nnc(C5CCCO5)n4CC3)ccc21 (stereo not drawn)	1	-0.1	-1.8	-1
CN(C)CCNC(=O)/C=C/c1cn(-c2ccccc2)nc1-c1cc2ccccc2oc1=O	-4	0.0	-2.9	-6
CSCC[C@H](NC(=O)CCNC(C)=O)c1nc2ccccc2[nH]1	-1	0.4	-1.5	8
CCCN1CCC(N[C@H]2C[C@@H](C(=O)NC(C)C)N(C/C=C/c3ccccc3)C2)CC1	-13	0.0	3.6	15
Cc1cccn2c(CNCc3ccccc3-n3cncn3)c(C(=O)N3CCOCC3)nc12	-3	0.3	1.6	13
O=C(Nc1cc(Cl)ccc1Cl)/C(=C/c1ccc2c(c1)OCO2)NC(=O)c1ccccc1Br	1	0.0	1.4	-11
Cc1cccc(Cc2nnc(CCC(=O)N(C)CCc3ccccc3)o2)c1	-78	0.0	-1.1	-15
CCOC(=O)C1=C(C)N=c2s/c(=C\c3cc(C)n(-c4ccc(C)cc4)c3C)c(=O)n2C1c1ccc(C)cc1 (stereo not drawn)	-1	0.0	-0.2	-9
Cc1ccc(Nc2nnc(SCC(=O)c3ccc4c(c3)OCCO4)s2)cc1	2	-0.1	1.9	-9
COc1ccc2cc(C3CC(c4ccc(Cl)cc4)=NN3C(=O)c3ccccc3)c(Cl)nc2c1 (stereo not drawn)	6	-0.1	0.1	2
Cc1c(Cl)cccc1N(CC(=O)N1CCN(c2ccc(F)cc2)CC1)S(C)(=O)=O	-3	-0.1	-1.1	13
CCOc1c(Cl)cc(/C=C2\SC(NC(C)=O)=NC2=O)cc1OC	-5	-0.1	-0.2	-7
O=C(CN1C(=O)NC(Cc2ccccc2)(c2ccccc2)C1=O)NC1CCCCC1 (stereo not drawn)	3	0.1	0.7	-5
Cc1cccc(C)c1OCC(=O)N1CCN(c2ccccc2)CC1	5	0.2	1.7	9
COc1ccc(N2CSC3=C(C#N)C(c4ccccc4)CC(=O)N3C2)c(OC)c1 (stereo not drawn)	14	-0.5	-0.1	8
CCCSC1=C(C#N)C(c2ccco2)CC(=O)N1 (stereo not drawn)	-6	0.7	-0.8	1
Cc1ccc(/C=N/Nc2ccc([N+](=O)[O-])cc2[N+](=O)[O-])o1	2	-0.1	-0.5	-8
CC(=O)N1CCN(Cc2nc(Nc3ccc4c(c3)OCO4)c3cccc(C)c3n2)CC1	18	0.6	-0.7	20
CC1(C)Cc2cccc(OCc3ccc(C(=O)NCc4ccccn4)cc3)c2O1	7	0.0	-0.2	9
O=C1Nc2ccccc2C12OC1CCCCC1O2 (stereo not drawn)	-5	-0.1	-2.1	-24
COc1ccc(CNC(=O)C(=O)Nc2cccc(OC)c2)cc1	-26	0.4	-2.3	2

Six records picked at random from the list so far, as already listed:
smiles	TEAD-YAP inh	FBW7 act	GPR151 activ	MITF inh
CC(=O)N1CCN(Cc2nc(Nc3ccc4c(c3)OCO4)c3cccc(C)c3n2)CC1	18	0.6	-0.7	20
Cc1c(Cl)cccc1N(CC(=O)N1CCN(c2ccc(F)cc2)CC1)S(C)(=O)=O	-3	-0.1	-1.1	13
CCOc1c(Cl)cc(/C=C2\SC(NC(C)=O)=NC2=O)cc1OC	-5	-0.1	-0.2	-7
O=C1Nc2ccccc2C12OC1CCCCC1O2 (stereo not drawn)	-5	-0.1	-2.1	-24
Cc1ccc(/C=N/Nc2ccc([N+](=O)[O-])cc2[N+](=O)[O-])o1	2	-0.1	-0.5	-8
CC1(C)Cc2cccc(OCc3ccc(C(=O)NCc4ccccn4)cc3)c2O1	7	0.0	-0.2	9

Other results follow:
smiles	TEAD-YAP inh	FBW7 act	GPR151 activ	MITF inh
CCc1c(C(=O)N/N=C/c2ccc(OC)cc2OC)nnn1-c1nonc1N	6	0.7	-0.3	7
CC(=O)c1ccc(NC(=O)c2nc3ncccn3n2)cc1	-2	0.1	-0.6	7
Cc1cc(=O)oc2c(CN3CCN(CCO)CC3)c(O)ccc12	4	0.9	-0.2	-1
CCS(=O)(=O)N1CCN=C1SCc1ccc(F)cc1	6	0.8	2.3	18
CC(C)(C)n1cccc1C=C1C(=O)NC(=S)NC1=O	10	-0.2	-0.4	16
CCN(CCCNC(=O)Cn1cc2c(n1)CCC(C)C2)Cc1ccccc1 (stereo not drawn)	3	-0.1	2.3	2
COc1ccccc1/C=C1\SC(N2CCCCC2)=NC1=O	-28	0.0	-0.6	-13
COC(=O)c1cccc(NS(=O)(=O)c2ccc(Cl)c(N)c2)c1	9	0.1	-0.6	-3
CC(C)C(=O)NC(C)c1nnc2n1CCN(Cc1ccc(-c3ccccc3)cc1)CC2 (stereo not drawn)	2	0.0	-0.1	-2
CCOc1ccccc1NC(=O)c1ccc(N2CCCCC2)c([N+](=O)[O-])c1	6	0.0	1.7	9
Cc1cc(C)c(C#N)c(N2CCCN(S(=O)(=O)Cc3ccccc3)CC2)n1	-6	0.0	-0.9	-3
CCC1CCCCN1C(=O)c1cc2n(n1)C(C(F)(F)F)CC(c1ccc(Cl)c(Cl)c1)N2 (stereo not drawn)	0	-0.1	1.3	-1
COC(=O)C(CC(C)C)NC(=O)CSc1n[nH]c(N)n1 (stereo not drawn)	0	0.0	-1.0	2
CC(O)C(=O)N/N=C/C=C/c1ccc([N+](=O)[O-])o1 (stereo not drawn)	0	-0.7	3.0	55*
CCCSc1nnc2c(n1)OC(c1ccc(-c3ccc([N+](=O)[O-])cc3)o1)Nc1ccccc1-2 (stereo not drawn)	-5	0.1	0.3	17
CC(C)(C)c1ccc(C(=O)N/C(=C\c2cccc([N+](=O)[O-])c2)C(=O)NCCO)cc1	6	-0.2	-0.3	-9
CC1=C(C(=O)N2CCCCC2)C(c2ccc3c(c2)OCO3)C2=C(CCCC2=O)N1 (stereo not drawn)	4	-0.1	-0.2	9
CCn1c(SCC(=O)N2CCOCC2)nnc1-c1cc2ccccc2cc1O	5	0.1	-0.7	6
CC1CCCCC1NC(=O)c1cccnc1SCc1cccc(Br)c1 (stereo not drawn)	-6	0.0	3.3	-9
COC(=O)C(NC=O)C(O)(Cc1ccccc1)C(F)(F)F (stereo not drawn)	4	0.0	-0.2	3
CCCCc1ccc(S(=O)(=O)NNC(=S)NCc2ccco2)cc1	-6	0.1	4.1	17
Cc1cc(C)cc(-n2c(=O)c3sccc3n(CC(=O)NC3CCCC3)c2=O)c1	9	0.1	0.3	7
CCN1CCN(Cc2nc3c(c(=O)n(C)c(=O)n3C)n2CCCO)CC1	5	0.0	1.0	9
CC1(C)CC(=O)C=C(C(=O)N2CCC3(CC2)CC3C(=O)Nc2ccc(-n3cccn3)cc2)O1 (stereo not drawn)	-7	0.1	-0.4	13
NC(=O)c1ccccc1NC(=O)/C=C/c1ccc(OCc2ccccc2)cc1	1	0.1	4.4	4
O=C(NCCc1ccccc1)C1CCN(C2CCN(C(=O)C3CC34CCC4)CC2)CC1 (stereo not drawn)	1	0.0	0.3	11
COC(=O)c1ccc(OC(=O)C2CC(=O)N(c3cccc(C)c3)C2)cc1 (stereo not drawn)	-1	0.1	3.9	10
COc1ccc(CNc2ncc(-c3cccc4ncccc34)n3ccnc23)cc1	-10	0.1	0.6	21
CN1C(=O)/C(=C/c2ccc(N(C)C)cc2)N(C)C1=S	-43	-0.1	-0.4	9
C/C(=N\N=C(/N)SC1CC(=O)N(c2ccccc2)C1=O)c1cccs1 (stereo not drawn)	11	0.3	-0.3	27
O=C1CCC(CCNCc2cc3c(cc2Cl)OCO3)N1CCCN1CCOCC1 (stereo not drawn)	8	0.0	-1.0	2
CCc1ccc(NC(=O)CONC(=Nc2ccc(C)cc2)c2nonc2N)cc1	12	-0.2	-0.7	12
Cc1ncccc1C(=O)NCC1Cc2cc(-c3ccc(S(C)(=O)=O)cc3)ccc2O1 (stereo not drawn)	10	0.0	0.2	-13
CCOc1ccc(-c2noc(CCC(=O)Nc3ccccc3OC)n2)cc1OC	-8	0.0	-0.8	2
COc1ccc(C2C3=C(CCCC3=O)Nc3ccccc3N2C(=O)c2ccccc2)cc1OC (stereo not drawn)	5	0.1	0.3	9
C=CCOC(=O)C1=C(C)Nc2c(c(=O)n(C)c(=O)n2C)C1c1cccc(Br)c1 (stereo not drawn)	-1	0.0	3.3	3
C/C(Cl)=C\Cn1c(NCCO)nc2c1c(=O)n(C)c(=O)n2C	30	0.4	1.4	9
Cc1oc(C(N)=O)cc1COc1ccccc1C(N)=O	0	-0.1	0.8	-4
COc1ccc(/C=N/NC(=O)c2ccc(O)cc2)cc1	-17	0.0	-0.3	-3
O=c1c2ccccc2nc(-c2ccc(F)cc2)n1NCc1ccc(Cl)cc1Cl	3	0.0	1.2	-3
COc1ccc(OC)c(NC(=O)c2cnn3c2NC(c2ccc(C)cc2)CC3C(F)(F)F)c1 (stereo not drawn)	4	0.2	0.6	23
CCCCCCCC(=O)CC[C@@H]1[C@@H](C/C=C\CCCC(=O)O)[C@@H](O)C[C@H]1O	.	.	1.5	8
Cc1c(CCC(C)C)c(N2CCOCC2)n2c(nc3ccccc32)c1C#N	8	-0.1	1.2	-1
Cc1cc(C)nc(Nc2ccc(N3CCOCC3)cc2)n1	-12	0.1	-2.5	9
Cc1onc(-c2ccccc2Cl)c1C(=O)Nc1ccc2ccccc2c1	-8	0.1	-0.4	-11
COc1ccccc1CNC(=O)CSc1nc2ccccc2n1S(=O)(=O)c1ccc(C)cc1	-2	0.0	-0.5	20
CC1N(CCC(N)=O)c2ccccc2C1(C)C (stereo not drawn)	-2	0.0	-0.5	5
CCc1cccc2c(C(=O)COC(=O)c3ccc([N+](=O)[O-])o3)c[nH]c12	8	0.6	0.2	8

Ordered by length of the SMILES (highest first): part of the list above.
smiles	TEAD-YAP inh	FBW7 act	GPR151 activ	MITF inh
CC1=C(C(=O)N2CCCCC2)C(c2ccc3c(c2)OCO3)C2=C(CCCC2=O)N1 (stereo not drawn)	4	-0.1	-0.2	9
C/C(=N\N=C(/N)SC1CC(=O)N(c2ccccc2)C1=O)c1cccs1 (stereo not drawn)	11	0.3	-0.3	27
Cc1cc(=O)oc2c(CN3CCN(CCO)CC3)c(O)ccc12	4	0.9	-0.2	-1

Next part:
smiles	TEAD-YAP inh	FBW7 act	GPR151 activ	MITF inh
O=C1N/C(=C/c2ccc([N+](=O)[O-])cc2)C(=O)N1c1ccccc1	3	0.3	-0.5	5
Cc1cc(C)nc(NC(=O)COc2ccc([N+](=O)[O-])cc2)n1	-13	-0.1	-1.4	-2
CC1CCN(C(=O)C2CCN(S(=O)(=O)c3cnc[nH]3)CC2)CC1	3	-0.1	0.5	-3
CCOC(=O)c1sc(N/N=C/c2cccc(Cl)c2)nc1C	0	0.5	0.2	21
COc1ccc(-c2noc(CSc3nnc(C)n3-c3ccc(C)cc3)n2)cc1OC	11	-0.1	2.6	-2
CC1CCN(Cc2nnnn2CC(=O)N(C)CCC2CCCCO2)CC1 (stereo not drawn)	0	0.1	-1.0	-3
CC(C)C[C@H]1NC(=O)[C@H]2CN(S(=O)(=O)c3ccc4ccccc4c3)CCN2C1=O	-1	-0.1	-0.4	-13
COc1ccc(OC)c2[nH]c(C(=O)N3CCC4(CC3)NC(=O)c3ccccc3O4)cc12	8	0.0	0.3	3
CC(=O)N1CCC(N(C(=O)c2cccs2)C2CC2)CC1	5	0.0	1.0	6
COc1ccc(Cl)cc1N1C(=O)CSC1c1cccc(Oc2ccccc2)c1 (stereo not drawn)	0	0.0	0.6	7
CN(Cc1ccccc1)C1CCN(Cc2ccncc2)CC1	4	0.2	-1.5	81*
Cc1ccc(C(=O)NC2CCN(CC(=O)Nc3cccc([N+](=O)[O-])c3)CC2)cc1	-4	-0.1	-1.6	7

Screening results: PubChem, The Scripps Research Institute Molecular Screening Center
